S3 lipid droplet: qHTS Assay for Lipid Storage Modulators in Drosophila S3 Cells; Potency in µM for hits, for the others lipid storage change, negative = inhibition, % at the top dose, mostly 46.1 µM; Drosophila S3 cells, BODIPY lipid droplet fluorescence, 18-24 h; cells fed with added oleic acid; 0.64% of 320,000 active; active = well fitted inhibition curve with a large enough effect in the signal ratio, with a control signal flat, not every such curve was filed as active; inconclusive = small, poorly fitted or top-dose-only effect, or effect the other way, or a change in a side signal; the % refers to the signal ratio
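Drosophila S3 cells got compounds at several concentrations plus oleic acid (400 uM solution). Laser-scanning cytometry with 488 nm excitation read lipid droplets at 500-530 nm and cells at 575-640 nm. Percent activity was relative to 20 uM Triacsin C.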
S3 lipid droplet cell count max: also measured in S3 lipid droplet; calls as there; cell number change, %; measured here: cell count max response;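 cells counted by Cell Tracker Red CMTPX staining in the red channel; peak over a dose series mostly up to 46.1 µM; percent activity relative to internal control wells on each plate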
* marks the source's active call; other numbers are inactive results; i = inactive; ? = inconclusive; . = no result given. % is set by controls: 0 for no effect and ±100 for the full control effect; potency is the fitted concentration of half-maximal effect.

S3 lipid droplet cell count max,S3 lipid droplet,Molecule
-10.8,6.4%,COc1cccc(OC)c1C(=O)OCC(=O)N(C)c1ccccc1
.,?,Cc1cc(C)nc(SSc2nc(C)cc(C)n2)n1
.,?,Cc1cnc(C(=O)OCc2ccc(C#N)cc2)cn1
6.5,i,O=C(Cc1c(F)cccc1Cl)Nc1cccnc1
.,?,COc1cccc(C(=O)C2CCCN(C/C=C/c3ccccc3OC)C2)c1 (stereo not given)
4.2,10.9%,CCOc1ccc(C(CC(=O)O)NC(=O)c2sc3ccccc3c2Cl)cc1 (stereo not given)
-9.5,2.3%,CC1CCN(S(=O)(=O)N2CCC(C(=O)O)CC2)CC1
-15.5,-8.0%,C[C@@]12C(=O)N(Cc3ccccc3)CC(=O)N1[C@H]1c3ccccc3OC[C@@H]1[C@@H]2c1ccccc1
.,?,O=C(COC(=O)Cc1c(F)cccc1Cl)NCCC1=CCCCC1
.,?,O=C(COC(=O)c1nn(-c2ccccc2)c(=O)c2ccccc12)NC1CCS(=O)(=O)C1 (stereo not given)
.,?,COc1ccc(C2C(C(=O)O)c3ccccc3C(=O)N2Cc2ccco2)cc1 (stereo not given)
0.1,-0.2%,COc1ccccc1N(CC(=O)NCC1CCCO1)C(=O)CCC(=O)Nc1nccs1 (stereo not given)
.,?,CCCSCCCNC(=O)c1cc2c(s1)CS(=O)(=O)C2
0.8,-6.8%,CC(C)c1ccc(NC(=O)C2=NNC(=O)CC2)cc1
.,?,O=C(Oc1cc(-c2ccccc2)no1)c1ccc(F)cc1
-11.5,23.4%,Cc1c(C(=O)N(Cc2cccs2)C2CCS(=O)(=O)C2)oc2ccccc12 (stereo not given)
.,?,CCOC(=O)COc1ccc(C2NC(C(=O)O)CS2)cc1 (stereo not given)
.,?,CN1CCC(OC(=O)C23CCC(C)(C(=O)O2)C3(C)C)CC1 (stereo not given)
-11.6,-1.0%,COc1cccc(CNc2nc3ccccc3n2C(C)C)c1O
.,?,O=C(/C=C/c1ccc2c(c1)OCO2)Nc1cc(S(=O)(=O)N2CCOCC2)ccc1N1CCOCC1
16.2,i,O=C(NCCc1c[nH]c2ccccc12)C1CCCN(S(=O)(=O)c2ccccc2)C1 (stereo not given)
-1.1,7.9%,COc1cc(NC(=S)NCc2ccco2)cc(OC)c1OC
.,?,Cc1ccsc1CNCC(O)c1ccccc1 (stereo not given)
-8.1,9.3%,CC(=O)c1ccc(Nc2nc(C)nc3c2oc2ccccc23)cc1
-29.1*,6.51µM*,O=C(NCC(c1ccccc1Cl)N1CCCC1)C1CCN(C(=O)Nc2ccccc2)CC1 (stereo not given)
25.6,14.2%,C/C(=N\NC(=O)C(O)c1ccccc1)c1ccc(Cl)s1 (stereo not given)
.,?,O=C(NCCN1CCOCC1)C1CCN(c2ncnc3c2sc2cccc(F)c23)CC1
.,?,Cc1ccc(N2CC(C(=O)Nc3c(C)n(C)n(-c4ccccc4)c3=O)CC2=O)cc1 (stereo not given)
.,?,NC(N)=NC(N)=Nc1ccc(SC(F)(F)F)cc1
.,?,CCCCn1c(=O)[nH]c(=O)c2c1nc(-c1ccc(C)c([N+](=O)[O-])c1)n2CC
.,?,O=C(c1ccc([N+](=O)[O-])s1)N1CCc2ccccc21
.,?,Nc1c(-c2ccccc2)c(CSc2nc3ccccc3[nH]2)nn1-c1cccc(C(=O)O)c1
.,?,CCC(C)c1ccc(NC(=O)N2CCN(C(=O)C3CCCO3)CC2)cc1 (stereo not given)
.,?,Cc1cccn2c(=O)c3cc(C(=O)NCCCn4ccnc4)n(C)c3nc12
.,?,CC1(C)CC(=O)C(C(c2ccc(Br)cc2)C2C(=O)CC(C)(C)CC2=O)C(=O)C1
-25.0,29.3%,Oc1ccccc1-c1cc(-c2ccc3c(c2)OCCO3)n[nH]1
-8.2,1.1%,O=C(Nc1ccc(Cl)cn1)Nc1ccccc1F
.,?,COc1ccccc1CCNC(=O)c1cccc(S(=O)(=O)NCc2ccccc2)c1
-4.7,-3.3%,COc1ccc(CNC(=O)c2ccc(NC(=O)CC3SC(N4CCCC4)=NC3=O)cc2)cc1 (stereo not given)
.,?,CN(CCOc1ccc(Cl)cc1)C(=O)CN1C(=O)NC2(CCCCC2)C1=O

4 entries from above, with bars between the fields:
compound | S3 lipid droplet cell count max | S3 lipid droplet
Cc1c(C(=O)N(Cc2cccs2)C2CCS(=O)(=O)C2)oc2ccccc12 (stereo not given) | -11.5 | 23.4%
CCOC(=O)COc1ccc(C2NC(C(=O)O)CS2)cc1 (stereo not given) | . | ?
CN1CCC(OC(=O)C23CCC(C)(C(=O)O2)C3(C)C)CC1 (stereo not given) | . | ?
COc1cccc(CNc2nc3ccccc3n2C(C)C)c1O | -11.6 | -1.0%

Further compounds
S3 lipid droplet cell count max,S3 lipid droplet,Molecule
15.2,i,CCc1c(C)nc(N2CCN(c3ccccc3F)CC2)[nH]c1=O
13.2,7.9%,Cc1ccc(C)c(NC(=O)c2sc(Cl)nc2C)c1
-3.0,-6.3%,CCc1ccccc1N1CN(Cc2cccnc2)CNC1=S
.,?,CCN(CC)CCNC(=O)CS(=O)Cc1nc(-c2ccccc2Cl)oc1C (stereo not given)
.,?,CCN(CC)S(=O)(=O)c1cccc2nsnc12
.,?,COCCCNC(=S)N/N=C/c1ccc(O)cc1
.,?,COc1ccc(CCNC(=O)CNCCc2ccc(F)cc2)cc1
.,15.4%,C#CCNC(=O)C1=C[C@@H](c2csc3ccccc23)C[C@@H](OCc2ccc(CO)cc2)O1
-8.7,1.4%,COc1cccc(CN2CCN(CC(=O)Nc3ccccc3Cl)CC2)c1
.,?,C=CCNC(=O)/C(C#N)=C/c1ccc(C(=O)O)cc1
.,?,CCOC(=O)c1ccc(P(=O)(c2ccccc2)c2ccccc2)cc1
.,i,CS(=O)(=O)Nc1ccc(N2CCCCC2)c(Cl)c1
-0.6,21.3%,Cc1ccc(C(=O)N(C)CC(=O)Nc2ccc(Cl)c(C(F)(F)F)c2)cc1S(=O)(=O)N1CCCCC1
5.6,-7.4%,CC1(O)CC(=O)N(c2ccccc2)O1 (stereo not given)
.,?,CC(C)N1CCC(N2CCN(Cc3ccc(C#CC(C)(C)O)s3)CC2CCO)CC1 (stereo not given)
-4.2,i,CCc1cc(=O)oc2c(C)c(OCC(=O)NC3CC(C)(C)NC(C)(C)C3)ccc12
.,?,Cc1ccc(C(=O)Nc2nc3ccccc3n3nnnc23)cc1
.,?,CCOc1ccc(N2CC(C(=O)NCCc3c[nH]c4ccc(OC)cc34)CC2=O)cc1 (stereo not given)
.,?,COc1ccc(C(=O)NCc2cccnc2)cc1C(=O)NCc1cccnc1
.,?,Cc1ccc2c3c(cccc13)-c1ccccc1C2=O

An excerpt of these results, with bars between the fields.
Structure | S3 lipid droplet cell count max | S3 lipid droplet
CN1CCC(OC(=O)C23CCC(C)(C(=O)O2)C3(C)C)CC1 (stereo not given) | . | ?
COc1cccc(CNc2nc3ccccc3n2C(C)C)c1O | -11.6 | -1.0%

Some of the entries so far, as a markdown table:
| mol | S3 lipid droplet cell count max | S3 lipid droplet |
| --- | --- | --- |
| CC1(O)CC(=O)N(c2ccccc2)O1 (stereo not given) | 5.6 | -7.4% |
| COc1ccc(C(=O)NCc2cccnc2)cc1C(=O)NCc1cccnc1 | . | ? |
| Cc1ccc(C)c(NC(=O)c2sc(Cl)nc2C)c1 | 13.2 | 7.9% |
| CC(C)N1CCC(N2CCN(Cc3ccc(C#CC(C)(C)O)s3)CC2CCO)CC1 (stereo not given) | . | ? |
| COCCCNC(=S)N/N=C/c1ccc(O)cc1 | . | ? |

Carrying on:
S3 lipid droplet cell count max,S3 lipid droplet,Molecule
-0.5,18.2%,Cc1ccc2c(c1)N(CC(=O)N1CCCc3ccccc31)C(=O)C(C)O2 (stereo not given)
1.8,1.1%,Cc1cccc(-n2c(-c3ccncc3)n[nH]c2=S)c1
.,?,O=C(COc1ccc(F)cc1)NC1CC1
-6.6,i,O=C(Nc1nnc(Cc2ccc(F)cc2)s1)Nc1ccccc1F
.,?,Cc1ccc(C)c(NC(=O)COC(=O)c2ccc3ccccc3n2)c1
.,?,CSc1ccccc1OCc1cc(C(=O)NC2CCc3ccccc32)no1 (stereo not given)
1.5,-15.8%,COc1cc2ncnc(NCc3cccc(Cl)c3)c2cc1OC
10.8,3.9%,COc1ccc(N2CC(O)=C(c3nc(-c4ccccc4)cs3)C2=N)cc1
-24.6,9.4%,Cc1ccc(-c2nc(CN3CCCC(C(=O)N4CCOCC4)C3)c(C)o2)cc1 (stereo not given)
.,?,COc1cc(C(=O)Nc2nc(-c3cccs3)cs2)cc(OC)c1OC
.,?,CCC(=O)N(CCCN(C)C)c1nc(-c2cc(OC)ccc2OC)cs1
.,?,CCN(CC)C(=O)CSc1nc2sc3c(c2c(=O)n1CCOC)CCC3
14.8,8.3%,N/C(Cc1ccc(Cl)c(Cl)c1)=N\OC(=O)c1ccc(Br)o1
16.9,i,COCCNC(=O)CN(Cc1ccccc1)S(=O)(=O)c1ccc2nc(C)sc2c1
.,?,COc1cccc(NC(=O)C2CCN(C(=O)[C@@H]3Cc4ccccc4CN3)CC2)c1
9.6,11.8%,COc1cc(C(=O)Nc2ccncc2)cc(OC)c1OC
14.7,4.8%,COc1ccc(-c2nnn(Cc3nn[nH]n3)n2)cc1OC
-14.7,11.6%,O=C(CCn1nc(-c2ccc(Cl)cc2)ccc1=O)NCc1cccnc1
.,?,Cc1cc(C)c(C)c(S(=O)(=O)N2CCN(C(=O)c3ccccn3)CC2)c1C
12.8,-4.1%,c1ccc2c(c1)COC(CNC1CCCCC1)OC2
.,?,OCCN1CCN(CCCc2c3c(cc4c2CCC4)CCC3)CC1
.,?,O=C(C1COc2ccccc2O1)N1CCc2ccccc21 (stereo not given)
5.8,i,COc1cccc(C2CC(c3c(Cl)cccc3Cl)n3nc(N)nc3N2)c1 (stereo not given)
-16.7,i,O=C(COc1ccc(S(=O)(=O)N2CCCCC2)cc1)N1CCCC1
.,?,O=C(O)c1ccc(N=C2NC(=O)C(CO)(CO)S2)cc1
.,?,Cc1nc(NS(=O)(=O)c2ccccc2)sc1C(=O)N/N=C/c1ccccc1
.,?,CCn1c(Cn2nnc(-c3ccccc3)n2)nnc1SCC(=O)Nc1cccc(C(C)=O)c1
.,?,COc1ccc(CCNC(=O)Cn2c(=O)oc3ccccc32)cc1OC
4.0,22.8%,CCCCSC1=N/C(=C/c2ccsc2)C(=O)N1c1ccccc1
.,-19.3%,Cc1nonc1NC(=O)CSc1ccc(-c2ccccc2)nn1
.,?,Cc1ccc(C(=O)Nc2cccnc2)cc1S(=O)(=O)N1CCCC1
25.0,-0.5%,Cc1cc(C)n(/C(=C/N(C)C)C(=O)c2ccccc2)n1
1.2,8.1%,CCC/C(=N/NC(=O)c1ccccc1Cl)c1ccccc1
.,?,C=CCC1c2cccc(C(=O)O)c2C(=O)N1c1cccc(C)c1 (stereo not given)
.,?,Cc1ccc(S(=O)(=O)N2CN(CC3CCCO3)c3nc4ccccc4nc32)c(C)c1 (stereo not given)
11.6,3.1%,O=C(/C=C/c1ccco1)N1CCN(S(=O)(=O)c2ccc(F)c(F)c2F)CC1
.,?,Cc1cc(=O)oc2cc(NC(=O)COc3cccc(C(F)(F)F)c3)ccc12
.,?,CCOC(=O)Cc1csc(NC(=O)COc2cccc(C)c2)n1
-12.6,0.6%,CC(C)CCN1C(=O)c2ccc(C(=O)OCn3nnc4ccccc4c3=O)cc2C1=O
.,i,COc1ccc(NC(=O)CNc2cc(S(=O)(=O)N3CCOCC3)ccc2NCC2CCCO2)cc1 (stereo not given)
6.1,-13.2%,O=C(OCc1ccc(F)cc1)c1ccc2ccccc2n1
.,?,CC(=O)Nc1ccc(NC(=O)CCCCCn2nnc3ccccc3c2=O)cc1
1.2,i,O=C(Cn1c(=O)oc2ccccc21)Nc1ccc(Cl)cc1
1.1,-0.3%,CCc1ccc(C(=O)CCC2CCCCC2=O)cc1 (stereo not given)
-0.9,9.7%,CCc1ccccc1NC(=O)CSc1nc2c(c(-c3ccco3)c1C#N)CCCC2
21.3,5.0%,CCc1ccc(OCCn2cccn2)cc1
.,?,Cc1cccc(NC(=O)CN2CCN(C(=O)c3ccc(-c4nc5ccccc5s4)o3)CC2)c1C
-1.5,5.8%,CCN(CC)CCn1c(=O)n(-c2ccc(Cl)cc2)c(=O)c2c3c(sc21)CN(C)CC3
-14.9,i,CCC1Oc2ccccc2N(CC(=O)NCc2ccco2)C1=O (stereo not given)
.,?,Nc1nc(SCC(=O)NCCN2CCOCC2)nc2sc3c(c12)CCC3
13.5,20.2%,COC(=O)c1ccc(CSCC(=O)Nc2ccccc2)cc1
.,?,CCOC(=O)N1CCN(C(=O)COc2ccc(Br)cc2)CC1
.,?,COCC(C)n1c(SCc2ccc(C(=O)OC)cc2)nc2ccccc2c1=O (stereo not given)
.,?,O=C(CCc1nnc(-c2ccccc2)o1)NCc1c(F)cccc1F
.,?,CCOc1cccc(-c2nn(-c3ccccc3)cc2/C=C(/C#N)C(=O)NCCCn2ccnc2)c1
.,?,CN(C)S(=O)(=O)c1cccc(NC(=O)c2cccc(S(=O)(=O)N3CCc4ccccc43)c2)c1
.,?,O=C(NC1CCCCC1)N1CCN(c2ccc(Cl)cc2)CC1
.,?,CCOC(=O)c1ccccc1C(=O)N1CCOCCOCCOCC1
.,?,Cc1ccc2c(c1)N(CC(=O)N1CCCC1)C(=O)c1cccnc1O2
.,?,Cc1cc2oc(=O)cc(CN3CCOCC3)c2c(C)c1Cl

Source: PubChem (National Center for Advancing Translational Sciences (NCATS))

These rows are one share of the data, so the mix of outcomes need not match the whole.
